CHT PAM – allosterically activates the human high affinity choline transporter. Q9GZV3. CHT-expressing cells, membrane potential dye, choline EC20; hits give high values; LV-AA mutant CHT in HEK293 cells. B-score at 10 µM. 310,000 compounds, 0.49% hits;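 active = initial fluorescence not abnormally high and integrated response B-score, plate-corrected, over 3 SD above library mean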
Target sequence (Q9GZV3 whole entry, looked up): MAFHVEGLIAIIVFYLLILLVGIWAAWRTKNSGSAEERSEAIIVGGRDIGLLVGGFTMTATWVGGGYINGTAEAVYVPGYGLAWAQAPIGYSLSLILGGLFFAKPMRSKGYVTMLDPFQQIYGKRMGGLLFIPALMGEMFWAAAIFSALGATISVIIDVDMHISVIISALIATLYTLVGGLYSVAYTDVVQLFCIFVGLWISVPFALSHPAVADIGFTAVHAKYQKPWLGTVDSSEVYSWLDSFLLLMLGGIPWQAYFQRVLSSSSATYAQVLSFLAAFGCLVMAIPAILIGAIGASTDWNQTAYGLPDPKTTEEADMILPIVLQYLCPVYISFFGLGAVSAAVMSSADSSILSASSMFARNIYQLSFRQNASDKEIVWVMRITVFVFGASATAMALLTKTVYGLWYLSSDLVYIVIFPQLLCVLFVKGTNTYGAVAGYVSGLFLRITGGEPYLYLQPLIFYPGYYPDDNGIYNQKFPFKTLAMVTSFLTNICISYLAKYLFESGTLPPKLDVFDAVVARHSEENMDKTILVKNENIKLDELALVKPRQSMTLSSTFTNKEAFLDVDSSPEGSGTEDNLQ
CHT block – inhibitors of human choline transporter CHT | CHT-expressing cells, membrane potential dye, choline response; hits give low values | Q9GZV3 | B-score at 10 µM | AID 488975 | 310,000 compounds, 0.86% hits;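 active = B-score over 3 SD under the library average, and starting fluorescence ratio not unusually high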;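 also: choline stimulus applied at its EC90 after an EC20 pre-addition; B-score computed on integrated fluorescence ratio after choline addition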
* hit, by the source's call; i = inactive.

Sample of the layout, 3 compounds:
The line under a structure holds: CHT PAM	CHT block
> O=C(CSC1=NCCS1)N1CCN(c2ccc(Cl)cc2)CC1
  i	i
> O=S(=O)(c1ccc(OCC(O)CN2CCCCC2)cc1)N1CCOCC1 (configuration not stated)
  i	i
> Cc1ccc(C)c(N(CC(=O)N/N=C/c2ccc(-c3ccc([N+](=O)[O-])cc3)o2)S(=O)(=O)c2ccccc2)c1
  i	i

Results, from the first entry:
The line under a structure holds: CHT PAM	CHT block
> O=C(CSC1=NCCS1)N1CCN(c2ccc(Cl)cc2)CC1
  i	i
> O=S(=O)(c1ccc(OCC(O)CN2CCCCC2)cc1)N1CCOCC1 (configuration not stated)
  i	i
> Cc1ccc(C)c(N(CC(=O)N/N=C/c2ccc(-c3ccc([N+](=O)[O-])cc3)o2)S(=O)(=O)c2ccccc2)c1
  i	i
> COc1ccccc1NC(=O)NCc1nc(-c2ccc(C(F)(F)F)cc2)no1
  i	i
> C=CCn1cnc2c(c1=O)c1nc3ccccc3nc1n2-c1ccc(C)cc1
  i	i
> COc1ccc([N+](=O)[O-])cc1N(CC(=O)Nc1ccccc1C(=O)N1CCCC1)S(C)(=O)=O
  i	i
> CC(=O)CSc1nc2ccc(Nc3nc(N4CCOCC4)nc(N4CCOCC4)n3)cc2s1
  i	i
> O=C(C1CCCN(S(=O)(=O)c2ccccc2)C1)N1CCN(c2ccc(F)cc2)CC1 (configuration not stated)
  i	i
> CCN(CC)C(=O)CSc1nnc(-c2ccccc2)c(-c2ccccc2)n1
  i	i
> CCN(CC(=O)Nc1c(F)cccc1F)C(=O)C(C)SCc1nc2sc(C)c(C)c2c(=O)[nH]1 (configuration not stated)
  i	i
> O=C(c1ccc([N+](=O)[O-])cc1)N(c1ccccn1)c1ccccn1
  i	i
> COc1cc(Cl)cc(CN2CCC(CCC(=O)NC3CC3)CC2)c1OC
  i	i
> COc1ccc(CCN2C(=S)N(C)C(=O)C2CC(=O)Nc2ccc(F)cc2)cc1 (configuration not stated)
  i	i
> CC(NC(=O)CN1CCC(C(N)=O)CC1)c1ccccc1 (configuration not stated)
  i	i
> Cc1cccc(C(=O)OCC(=O)Nc2c(C)nn(-c3ccccc3)c2C)c1O
  i	i
> O=c1cc(-c2ccccc2)oc2ccccc12
  i	i
> C=CCN(c1ccc(Cl)cc1)S(=O)(=O)c1cccc(C(=O)OCC(=O)N(C)C)c1
  i	i
> Cc1nc(C)c(C(=O)N/N=C/c2cn(C)c3ccccc23)s1
  i	i
> CCCOc1cccc(-c2cc(C(=O)N/N=C/c3ccccn3)c3ccccc3n2)c1
  i	i
> Brc1ccc(/C=N/Nc2ccccn2)cc1
  i	i
> Cc1ccc(CNC(=O)CN(c2ccc(C(C)C)cc2)S(=O)(=O)c2c(C)noc2C)cc1
  i	i
> O=C(CCCc1ccccc1)Nc1cccnc1
  i	i
> O=C(NNc1ncnc2c1cnn2-c1ccc(F)cc1)c1ccco1
  i	i
> O=C(NCCC(NS(=O)(=O)OCC(Cl)(Cl)Cl)c1ccccc1)C(F)(F)F (configuration not stated)
  i	i
> O=C(O)/C(=C\c1ccc(-c2ccccc2[N+](=O)[O-])o1)c1ccccc1
  i	-5.6*
> CCCCc1ccc(NC(=O)Nc2cc(C)nn2C)cc1
  i	i
> Cc1ccccc1NC(=O)c1nn(C)c(C(=O)Nc2ccccc2C)c1[N+](=O)[O-]
  i	i
> CCOc1ccc(CCNC(=O)c2nn(C)c3c2CS(=O)(=O)c2ccccc2-3)cc1
  i	i
> Nc1ccc(Nc2ccccc2N)cc1
  i	i
> O=C(NCc1cccnc1)C(=O)NC1CCCCC1
  i	i
> Cn1c(CN2CCCCC2)nc2cc(NS(=O)(=O)c3ccc(Cl)cc3)ccc21
  i	i
> COc1ccc(C(N)CCc2ccco2)cc1 (configuration not stated)
  i	i
> COc1ccc(/C=C(/NC(=O)c2ccco2)C(=O)Nc2cccc(C(=O)O)c2)cc1
  i	i
> CCC1CCC/C1=N\NC(=O)c1cc(C)[nH]n1 (configuration not stated)
  i	i
> CC(C)C(C(=O)NCC1CCCO1)N(Cc1ccccc1)C(=O)CNS(=O)(=O)c1ccccc1 (configuration not stated)
  i	i
> O=C(c1cc2ccccc2o1)N1CCCCCC1
  i	i
> COc1cc(CNCc2cccnc2)ccc1OCc1ccccc1
  i	i
> COc1cccc(C(=O)Oc2ccc(/C=N/Nc3ccc(C(=O)O)cc3)cc2OC)c1
  i	i
> Cc1ccc(NC(=O)COC(=O)CN2C(=O)C3CCCCC3C2=O)cc1S(=O)(=O)N1CCOCC1 (configuration not stated)
  i	i
> O=C(Cn1c(C(F)(F)F)nc2ccccc21)OCC(=O)c1c[nH]c2ccccc12
  i	i
> CCCCC1=CC2=C(c3ccco3)C(=O)C(C)(OC(=O)c3ccc(OC)cc3)C(=O)C2=CN1CCOC (configuration not stated)
  i	i
> Cc1nn(-c2ccccc2)c(=O)c2noc(C)c12
  i	i
> CCOC(=O)c1c(NC(=O)C(F)(OC)C(F)(F)F)sc2c1CCN(C)C2 (configuration not stated)
  i	i
> Fc1ccc(-c2ccnc(=S)[nH]2)cc1
  i	i
> CCCCN1CCc2c(c3ccccc3n2Cc2ccccc2)C1
  i	i
> COc1cccc(N(CC(=O)N2CCN(C)CC2)S(=O)(=O)c2ccccc2)c1
  i	i
> Cc1cccc(Nc2ncnc3onc(-c4ccc(F)cc4)c23)c1C
  i	i
> Cc1cc2c(cc1C)NC(=O)CC(C(F)(F)C(F)(F)C(F)(F)F)=N2
  i	i
> NC1=Nc2cccc3cccc1c23
  i	i
> O=C1CCCCN1CCC(=O)N1CCCC(N2CCN(c3cccc(Cl)c3)CC2)C1 (configuration not stated)
  i	i
> CN(C(=O)COC(=O)CCc1nc2ccccc2c(=O)[nH]1)C1CCS(=O)(=O)C1 (configuration not stated)
  i	i
> COc1ccc(NS(=O)(=O)c2ccc(C)c(C(=O)OC(C)C(=O)N3CCOCC3)c2)cc1 (configuration not stated)
  i	i
> CCC(=O)N1CCc2cc(S(=O)(=O)NCCC(=O)N3CCN(c4cccc(OC)c4)CC3)ccc21
  i	i
> COC(=O)c1ccccc1C(=O)N1CCC(CCC(=O)NC2CC2)CC1
  i	i
> COc1cc(CNc2ccc(O)cc2)cc(Br)c1OCc1ccccc1F
  i	i
> Cc1ccc2c(c1)NC(=O)C(CC(=O)NCCCN1CCCC1)O2 (configuration not stated)
  i	i
> Cc1ccc(OCc2ccc(C(=O)NCc3cccnc3)cc2)cc1C
  i	i
> COCCCNC(=O)CS(=O)(=O)Cc1nc(-c2ccccc2C)oc1C
  i	i
> CC(=O)c1ccc(S(=O)(=O)N2CCN(C(=O)/C=C/c3ccc4ccccc4n3)CC2)cc1
  i	i
> CCCC1=Nc2cc(C(=O)N3CCC(C(N)=O)CC3)ccc2Sc2ccccc21
  i	i

(next part)
The line under a structure holds: CHT PAM	CHT block
> O=C(NCC1CCCO1)C(=O)NCC(c1ccco1)N1CCN(c2ccc(F)cc2)CC1 (configuration not stated)
  i	i
> COc1ccc(Nc2nc(N)nc(CN(C)C3CCCCC3)n2)cc1
  i	i
> COC(=O)c1ccc(COc2ccc(CNCc3ccc(Cl)cc3)cc2)cc1
  i	i
> NC(=S)NNC(=O)Nc1ccc(Cl)c(Cl)c1
  i	i
> COC(=O)c1c(-c2cccc(C)c2)csc1NC(=O)C1CCCO1 (configuration not stated)
  i	i
> Cc1ncc(CO)c(/C=N/NC(=S)Nc2ccc(Cl)c(Cl)c2)c1O
  i	i
> COc1cc(CC(=O)OCC(=O)N2CCCCC2)cc(OC)c1OC
  i	i
> CN1C(=O)N(C)C2(CC1(C)C)CC(C)(C)N(C)C(=O)N2C
  i	i
> COc1ccc(CCn2c(N3CCN(Cc4ccccc4)CC3)nc3c2c(=O)[nH]c(=O)n3C)cc1
  i	i
> Cc1nn(C)c(Oc2cccc(Cl)c2)c1C#N
  i	i
> O=c1[nH]c(C2CCN(S(=O)(=O)/C=C/c3ccccc3)CC2)nc2c1nnn2Cc1ccc(F)cc1
  i	i
> Oc1ccccc1-c1cc(C(F)(F)F)nc(-c2ccccc2)n1
  i	i
> O=C(CCC(=O)N1CCOc2ccc(Cl)cc21)NCc1ccccc1
  i	-6.3*
> O=C(Nc1ccc2ncccc2c1)c1ccccc1Br
  i	i
> CC(=O)c1c(C)[nH]c(C(=O)N2c3ccccc3CC2C)c1C (configuration not stated)
  i	i
> Cc1cc(C(F)F)nn1CC(=O)NC1CCCCCC1
  i	i
> Cc1csc(=NC(=O)c2ccccc2)n1C
  i	i
> Cc1c(NC(=O)c2cc(-c3ccccc3)on2)c(=O)n(-c2ccccc2)n1C
  i	i
> CCN(CC(=O)Nc1cc(S(=O)(=O)N2CCCCC2)ccc1C)Cc1ccccc1
  i	i
> CSc1nsc(SCC(=O)NC2CCCCC2)n1
  i	i
> COc1ccc(/C=C2\SC(=S)N(CCC(=O)Nc3ccccc3C(=O)O)C2=O)cc1
  i	i
> COc1cccc(NC(=O)COC(=O)c2c(-c3ccccc3)noc2C)c1
  i	i
> CCc1nnc(NS(=O)(=O)c2ccc(N=Cc3c(C)[nH]n(-c4cccc(Cl)c4)c3=O)cc2)s1
  i	i
> CCOc1ccc(C=O)cc1CN1CCCCC1
  i	i
> Cc1ccccc1NC(=S)N(CCN1CCCCCC1)Cc1cccs1
  i	i
> Cc1[nH]c2ccc(-c3nnc(SCC(=O)NCc4ccco4)n3Cc3ccccc3)cc2c1C
  i	i
> CCc1cc(C(N)=S)ccn1
  i	i
> CN1CCN(C(=O)c2c(O)c3cccc4c3n(c2=O)CC4)CC1
  i	i
> COc1cc(C(=O)NC(=S)NCc2ccco2)cc(OC)c1OC
  i	i
> Cc1onc(-c2ccccc2Cl)c1C(=O)NCC(=O)O
  i	i
> CC1CCc2nc(NC(=O)C3CCCO3)sc2C1 (configuration not stated)
  i	i
> O=C(c1ccccc1F)N1CCOCC1
  i	i
> Cc1c(C(=O)O)cccc1-n1c(C)cc(C=O)c1C
  i	i
> O=C(O)CSCC(=O)N1CCN(c2ncnc3scc(-c4ccccc4)c23)CC1
  i	i
> CC(C)(C)Cc1nnc(NC(=O)c2ccc3c(c2)OCO3)s1
  i	i
> CN(CCOc1ccccc1)CC(=O)Nc1ccc(Cl)c(S(=O)(=O)N(C)C)c1
  7*	i
> CNC(=O)c1nc(C)n(-c2ccc([N+](=O)[O-])cc2)n1
  i	i
> COc1ccc(Oc2nccc(OC)c2C#N)cc1
  i	i
> Cc1ccc(C(=O)NCCCNC(=O)Cc2ccccc2)cn1
  i	i
> O=C(N/C(=C/c1cccs1)C(=O)N1CCCC1)c1ccccc1
  i	i

3 compounds picked at random from those above, as already listed:
The line under a structure holds: CHT PAM	CHT block
> COc1ccc(Oc2nccc(OC)c2C#N)cc1
  i	i
> Cc1[nH]c2ccc(-c3nnc(SCC(=O)NCc4ccco4)n3Cc3ccccc3)cc2c1C
  i	i
> O=C(O)CSCC(=O)N1CCN(c2ncnc3scc(-c4ccccc4)c23)CC1
  i	i

The listing continues:
The line under a structure holds: CHT PAM	CHT block
> COc1ccc(S(=O)(=O)N(C)CC(=O)Nc2ccc(C(F)(F)F)cc2)cc1Cl
  i	i
> Cc1cnn(CCC(=O)NNC(=S)Nc2cccc(Cl)c2)c1
  i	i
> O=S(=O)(N/N=C/c1ccc(F)cc1)c1ccccc1
  i	i
> O=C1[C@H]2[C@@H](c3ccc(F)cc3)N3C(=O)N(c4cccc(Cl)c4)C(=O)[C@@]3(Cc3ccccc3)[C@H]2C(=O)N1C1CCCCC1
  i	i
> Cn1nc(C(=O)Nc2ccccc2Cl)cc1C(=O)Nc1ccccc1Cl
  i	i
> Cc1ccc2[nH]c3c(c2c1)CC/C(=C/c1ccccc1)C3=O
  i	i
> O=C(COC(=O)C1CC1)Nc1c(Cl)cccc1C(F)(F)F
  i	i
> O=C(CSc1n[nH]c(-c2ccccc2O)n1)NC1CCCCC1
  i	i
> Cn1c(=O)c2c(nc3n2CCS3)n(C)c1=O
  i	i
> O=C(NCc1ccccc1Cl)c1ccc2c(c1)SC1=NS(=O)(=O)CCN12
  i	i
> Cc1cc(C(=O)CSc2nc3ccccc3[nH]2)c(C)n1C
  i	i
> COc1ccc(-c2nc3ccccc3[nH]2)cc1
  i	i
> CCc1ccc(CN(C)C(=O)c2cc(COc3cccc4cnccc34)on2)cc1
  i	i
> COC(=O)c1ccc(NC(=O)CO/N=C2\CCCc3nonc32)cc1
  i	i
> Cc1nn2c(NCCCN(C)C)c3c(nc2c1-c1ccccc1)CCCC3
  i	i
> CCc1cccc(CC)c1C(O)c1cccnc1 (configuration not stated)
  i	i
> CCC1Oc2ccccc2N(CC(=O)NCc2cccs2)C1=O (configuration not stated)
  i	i
> O=C(CSc1nc(-c2ccccc2)cs1)Nc1ccccc1[N+](=O)[O-]
  i	i
> COc1ccc(CCN(C)CCN2C(=O)c3ccccc3C2=O)cc1OC
  i	i
> CCOc1cc(/C=N/NC(=O)c2c(-c3ccccc3)noc2C)ccc1O
  i	i
> CCN(CC)c1ccc(C=NCCNS(=O)(=O)c2ccc(C)cc2)cc1
  i	i
> O=C(Cn1cnc2c(nnn2-c2ccc(F)cc2)c1=O)NCC1CCCO1 (configuration not stated)
  i	i
> Cc1ccc(Nc2nc(-c3cccs3)cs2)nc1
  i	i
> CCOc1ccc(/C=C2/SC(=S)N(n3c(C)ccc3C)C2=O)cc1
  i	i
> Cc1ccc(NC(=O)OCCNC(=O)c2ccncc2)cc1
  i	i
> Cc1cccc(COc2ccc(/C=N/NC(=O)c3nnn(-c4nonc4N)c3CN3CCCCC3)cc2)c1
  i	i
> CC(C)NC(=S)N/N=C/c1cccnc1
  i	i
> COCC(=O)Nc1sc2c(c1C(=O)OC)C(C(=O)OC)CC2 (configuration not stated)
  i	i
> CCCS(=O)(=O)N1CCCC(C(=O)NCCc2cccc(C)c2)C1 (configuration not stated)
  i	i
> Cc1ccc(OCCC(=O)OCC(=O)NC(=O)NCc2ccccc2)cc1
  i	i
